Assay outcomes from PubChem.
OX1R antag-1: antagonists of human orexin 1 receptor (OX1R); OX1R-expressing cells, FRET antagonist read-out; O43613; AID 485270; 1.8% of 330,000 active; inhibition, % at 6.6 µM; in the data active means inhibition mostly above about 38%, no sharp cut-off; inactive means mostly below about 40%;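 further: 0% = agonist challenge alone and 100% = reference antagonist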
Target sequence (O43613 whole entry, looked up): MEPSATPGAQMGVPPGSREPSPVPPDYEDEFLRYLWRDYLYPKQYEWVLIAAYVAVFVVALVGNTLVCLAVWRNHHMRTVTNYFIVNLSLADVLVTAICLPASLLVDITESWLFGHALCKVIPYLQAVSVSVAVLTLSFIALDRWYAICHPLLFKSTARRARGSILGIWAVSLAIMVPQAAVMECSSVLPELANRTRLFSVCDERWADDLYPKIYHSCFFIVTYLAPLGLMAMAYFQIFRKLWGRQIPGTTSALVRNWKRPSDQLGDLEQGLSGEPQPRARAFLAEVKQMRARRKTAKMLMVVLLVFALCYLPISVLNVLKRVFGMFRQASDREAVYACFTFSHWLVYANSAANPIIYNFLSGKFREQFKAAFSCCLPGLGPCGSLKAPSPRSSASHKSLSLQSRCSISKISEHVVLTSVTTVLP
STK33 inh: inhibitors of human STK33 kinase. 0.073% of 320,000 active. purified STK33, MBP phosphorylation, ADP-Glo luminescence. AID 2661. inhibition, % at 10 µM;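 active means inhibition at or above 25%, using the most active replicate where run in duplicate; inactive means inhibition below 25%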
OX1R antag-2: human HCRTR1 antagonism; 0.43% of 330,000 active; CHO/OX1R cells, Fluo-8 calcium fluorescence, orexin A; AID 434989; O43613; inhibition, % at 5 µM;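 active means inhibition above its plate's threshold, mean inhibition of all tested compounds on the plate plus 3 SD, cut at about 37% in these data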;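 further: 0% = orexin A challenge wells and 100% = SB-334867-A antagonist wells; not every result past the cut was called active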
The depositor's hits bear a star; nt = no result given.

SMILES	OX1R antag-1	STK33 inh	OX1R antag-2
Cc1ccccc1C(=O)c1c[nH]c(C(=O)NCC2CCCO2)c1 (stereo not drawn)	21	-1.9	-22
Cc1cc2ccccc2n2c(SCC(=O)N3CCc4ccccc4C3)nnc12	73*	-1.9	26
COCCCNC(=O)CS(=O)(=O)Cc1nc(-c2cccc(OC)c2)oc1C	9	2.1	-18
Cc1ccc(S(=O)(=O)CCc2nnc(NC(=O)c3cnccn3)s2)cc1	5	-2.7	-8
CCOCCCNS(=O)(=O)c1cc2[nH]c3c(c2cc1C)C(=O)CC(C)(C)C3	1	0.5	-9
CCCCC(=O)N(Cc1ccc(F)cc1)C1CCS(=O)(=O)C1 (stereo not drawn)	11	-1.0	-8
COc1ccc(OC)c(C2CC(=O)N3CN(c4cccc(Cl)c4C)CSC3=C2C#N)c1 (stereo not drawn)	10	-1.7	-19
COc1ccccc1C(=O)OCC(=O)Nc1cc(S(=O)(=O)N2CCOCC2)ccc1N1CCCC1	23	0.1	-12
COc1ccc(-c2csc(NC3OC(=O)c4ccccc43)n2)cc1 (stereo not drawn)	9	0.0	-24
Cc1onc(-c2ccccc2)c1C(=O)Nc1ccncc1	17	0.7	-17
CCOC(=O)c1cnc2ccc(OCC)cc2c1N(C)Cc1ccccc1	21	-1.4	-64
CNC(=S)Nc1ccc2[nH]c(=O)[nH]c2c1	7	-0.2	9
Cc1ccc(OCCCC(=O)Nc2ccc3c(c2)OCCO3)cc1	18	0.2	-13
CCOC(=O)CSc1nnc([C@H](C)NC(=O)OC(C)(C)C)o1	15	0.9	-12
O/N=C1/CCc2nonc2/C1=N/O	11	-1.8	-10
COc1ccccc1N(CC(=O)Nc1cccnc1)S(=O)(=O)c1ccccc1	1	2.4	-43
COc1ccc(/C=N/Nc2nnc(-c3ncc[nH]3)c3ccccc23)cc1	10	-0.7	-14
Cc1cccc(C(=O)NC2=NCCS2)c1	21	0.9	-26
O=C(NCCCN1CCCC1=O)c1cc(S(=O)(=O)N2CCOCC2)ccc1Cl	5	-1.3	8
CCCN=C1N(C)C[C@@H]2[C@@H]3C(=O)N(Cc4ccccc4)C(=O)[C@@H]3[C@](Cc3ccccc3)(C(=O)OC)N12	4	nt	-19
O=C(OC1CCOC1=O)C1CCN(S(=O)(=O)c2ccccc2)CC1 (stereo not drawn)	0	-0.9	3
COc1ccc(C(C)(C)C)cc1S(=O)(=O)n1ccnc1C	10	-1.0	-13
COc1ccc(-c2[nH]c(-c3ccccc3)nc2SCC(=O)Nc2nccs2)cc1	21	-0.6	-12
CCN(CC(=O)Nc1ccc(C)c(S(=O)(=O)N2CCOCC2)c1)Cc1ccccc1	4	nt	-33

An excerpt from above in order of their number in STK33 inh, rising.
smiles	OX1R antag-1	STK33 inh	OX1R antag-2
O/N=C1/CCc2nonc2/C1=N/O	11	-1.8	-10
COc1ccc(C(C)(C)C)cc1S(=O)(=O)n1ccnc1C	10	-1.0	-13
O=C(OC1CCOC1=O)C1CCN(S(=O)(=O)c2ccccc2)CC1 (stereo not drawn)	0	-0.9	3
COc1ccc(/C=N/Nc2nnc(-c3ncc[nH]3)c3ccccc23)cc1	10	-0.7	-14
COc1ccc(-c2[nH]c(-c3ccccc3)nc2SCC(=O)Nc2nccs2)cc1	21	-0.6	-12

More records
SMILES	OX1R antag-1	STK33 inh	OX1R antag-2
COc1cccc(CNC(C)(C)CO)c1OCc1ccc(Cl)cc1	21	0.3	-11
O=C(Cc1ccccc1)N1CCCC1c1ccccc1 (stereo not drawn)	11	-2.6	-27
COc1ccc(C(=O)C2CCCN(Cc3c[nH]c4ccccc34)C2)c(OC)c1 (stereo not drawn)	16	0.6	-10
O=C(c1ccco1)N1CCN(Cc2ccc(F)cc2)CC1	23	-0.2	5
COc1cccc(OC)c1C(=O)Nc1ccccc1C(=O)N1CCCCCC1	14	-1.8	-23
CC(C)N1C(=O)C2C(c3ccccc3O)NC(C)(C(=O)O)C2C1=O (stereo not drawn)	7	-0.1	4
COc1cc(-c2noc(CCC(=O)NC3CCCC3)n2)cc(OC)c1OC	9	-1.8	-5
Cc1ccc(C(=O)Nc2ccc(N3CCN(C)CC3)cc2)cc1C	-10	-1.8	-32
Cn1c(CC2C(=O)Nc3ccc(Br)cc32)nc2ccccc2c1=O (stereo not drawn)	17	-0.1	4
CCOC(=O)c1ccc(NC(=O)c2nc[nH]c2C(=O)NCCCNC(=O)c2[nH]cnc2C(=O)Nc2ccc(C(=O)OCC)cc2)cc1	3	-1.4	4
COc1ccc(S(=O)(=O)N2CCOCC2)cc1NC(=O)CCc1cc(OC)c(OC)c(OC)c1	7	-0.3	-4
CCOC(=O)CSc1nc(C)cc(C)n1	15	-0.1	-2
COC(=O)c1c(NC(=O)CN2C(=O)NC3(CCc4ccccc4C3)C2=O)sc2c1CCCCC2 (stereo not drawn)	-3	0.0	-41
N=C1/C(=C\c2coc3ccccc3c2=O)C(=O)N=C2SC=CN12	12	-0.5	27
CC(C)c1ccc(NS(=O)(=O)c2ccc(Cl)nc2)cc1	8	nt	-3
COc1cc2c(cc1OC)CN(C(=O)COc1ccc(C#N)cc1)CC2	32	-0.2	-18
O=C1CSC(c2ccc(Cl)cc2)N1Nc1nc(N2CCOCC2)nc(N2CCOCC2)n1 (stereo not drawn)	19	0.3	-9
CCOc1ccc(CCNC(=O)c2ccc(CNS(=O)(=O)c3ccccc3)cc2)cc1OCC	26	-1.5	-14
O=C(N/N=C/c1ccncc1)c1cc(C2CC2)nc2ccccc12	15	0.9	-13
C#CCOCCOCCOCCNc1nc(N2CCN(C(=O)[C@H](CCCN=C(N)N)n3cc(C(N)[C@@H](C)CC)nn3)CC2)nc(N2CCN(C(=O)[C@H](CCC(=O)O)n3cc([C@@H](N)CO)nn3)CC2)n1 (stereo partly drawn)	-1	0.8	5
CC(CCc1ccco1)NC(=O)Cn1ncc2c1-c1ccccc1OC2 (stereo not drawn)	42	0.4	10
C/C(N)=N\S(=O)(=O)c1ccc(Cl)cc1	7	-0.7	-19
CC(C)NC(=O)CC(=O)N/N=C/c1ccc(F)cc1	6	0.0	-2
COc1ccc(-c2cn(Cc3ccc4c(c3)C(=O)c3ccccc3C4=O)nn2)cc1	9	0.1	-4
COc1ccc(C(C(=O)Nc2ccc(C(C)C)cc2)N(C)C(=O)CNC(C)=O)cc1 (stereo not drawn)	5	-0.8	-22
O=C1COc2ccc(NC(=O)c3ccccc3C(=O)O)cc2N1	16	-0.4	-7
Nc1ccc(CCn2ccnc2)cc1	12	-0.5	-5
C[C@]12C(=O)N(c3ccc(Br)cc3)C(=O)N1[C@H]1c3ccccc3OC[C@@H]1[C@H]2c1ccccc1	2	-0.4	0
CC1CCN(S(=O)(=O)N2CCCC(C(=O)NCc3ccc(F)cc3)C2)CC1 (stereo not drawn)	10	-1.1	-24
CCOC(=O)[C@@H]1[C@H]2COc3ccc(Br)cc3[C@@H]2N2C(=O)N(c3ccc(F)cc3)C(=O)[C@]12C	18	-0.7	-33
CC(SCc1ccccc1)C(=O)N/N=C/c1ccc2c(c1)OCO2 (stereo not drawn)	23	0.5	-9
CCN1CCN(CCCNC(=O)c2ccc3c(c2)N(Cc2ccc(C)cc2)CCS3)CC1	16	-0.5	-27
COc1ccc(N2CCN(C(CNC(=O)C(=O)NC3CC3)c3ccco3)CC2)cc1 (stereo not drawn)	9	-0.7	-11
Cc1ccccc1NC(=O)c1ccccc1NC(=O)c1ccco1	19	1.1	-36
CC(C)(C)c1ccc(C(=O)OCC(=O)Nc2sc3c(c2C#N)CCC3)cc1	17	nt	0
CN(C)C(=O)CSc1nc2ccc(N3C(=O)c4ccccc4C3=O)cc2s1	16	-0.8	-22
CN(C)S(=O)(=O)c1ccc(C(=O)NCC(=O)N/N=C/c2cccs2)cc1	5	1.3	-13
COc1ccccc1OCc1ccc(C(=O)NCc2ccco2)o1	5	-1.8	-2
C[C@@]12CCC=C[C@H]1[C@H](c1ccc(/C=C/c3ccccc3)cc1F)N(Cc1ccccc1)C2=O	-8	2.0	-30
C=CCn1c(C)nnc1SCC(=O)Nc1nc(C)c(C(=O)N(C)C)s1	12	1.0	-19
COc1cc(-c2nnc(SCc3cccnc3)n2C)cc(OC)c1O	-3	-2.5	7
CCC1CCCCN1C(=O)CSc1nnc(CNC(=O)c2cc(OC)c(OC)c(OC)c2)o1 (stereo not drawn)	19	-0.4	-26
O=C(Cc1ccc(Br)cc1)OCC(=O)c1ccc[nH]1	10	0.2	-5
CCOC(=O)c1ccc(NC(=O)c2nc[nH]c2C(=O)N[C@@H](C)C(=O)OC(C)(C)C)cc1	6	-0.3	-8
COc1ccc(CNC(=S)Nc2ccc(Br)cc2)cc1	7	nt	-27
CC(NC(=O)c1cncc(Br)c1)c1ccc(S(N)(=O)=O)cc1 (stereo not drawn)	8	0.7	-11
Cc1cc(C(=O)c2ccc3ccccc3c2)c(C)o1	12	-9.3	-33
CC1(C)SC(=Nc2ccccc2)N(S(=O)(=O)c2ccccc2)C1=O	6	-3.5	2
O=C1OCCC1Sc1nc2ccccc2c(=O)n1Cc1ccccc1 (stereo not drawn)	20	-0.9	-24
O=P(Cc1ccncc1)(c1ccccc1)c1ccccc1	10	-1.5	-1
CC/C(O)=C1\C(=O)CC(C)(C)CC1=NCCc1nc2ccccc2[nH]1	26	-0.8	-12
CCOC(=O)Nc1sc(=S)n(C)c1C	10	-0.6	18
CC(=O)Nc1ccc(NC(=O)CSc2nnc(C)c(=O)n2N)cc1	13	-1.7	-4
CC(C)NC(=S)N/N=C/C1=CCC2CC1C2(C)C (stereo not drawn)	6	-1.1	-16
COc1cc(CC(=O)NCC(C)(C)N2CCOCC2)cc(OC)c1OC	11	-0.6	-7
CCCc1cc(=O)[nH]c(SCCOc2ccc(OCC)cc2)n1	33	0.3	3
COc1cccc(NC(=O)NC2CCCCCCC2)c1	51	-0.6	-11
CCCCCn1c(=S)[nH]c2ncccc2c1=O	11	1.8	-6

Reformatted with the structure last: entries from further up.
OX1R antag-1,STK33 inh,OX1R antag-2,Molecule
10,-0.6,18,CCOC(=O)Nc1sc(=S)n(C)c1C
9,-0.7,-11,COc1ccc(N2CCN(C(CNC(=O)C(=O)NC3CC3)c3ccco3)CC2)cc1 (stereo not drawn)
9,-1.8,-5,COc1cc(-c2noc(CCC(=O)NC3CCCC3)n2)cc(OC)c1OC
-1,0.8,5,C#CCOCCOCCOCCNc1nc(N2CCN(C(=O)[C@H](CCCN=C(N)N)n3cc(C(N)[C@@H](C)CC)nn3)CC2)nc(N2CCN(C(=O)[C@H](CCC(=O)O)n3cc([C@@H](N)CO)nn3)CC2)n1 (stereo partly drawn)
